KOR beta-arrestin-1: KOR antagonists, beta-arrestin recruitment, cell-based, luminescence, uHTS (AID 1778); KOR beta-arrestin recruitment, luminescence, antagonist mode; higher % means a stronger effect; one-dose inhibition, % at 10 µM; IC50 in µM for titrated hits; 290,000 compounds, 0.091% hits; note: strong numbers were not always called active
GPR55 LPI antagonism: inhibition of LPI-stimulated GPR55 beta-arrestin translocation – imaging, U2OS, beta-arrestin-GFP, LPI agonist, primary screen (AID 2013); U2OS GPR55 beta-arrestin-GFP translocation imaging, LPI antagonism; higher % means a stronger effect; 290,000 compounds, 0.13% hits; inhibition, % at 10 µM, or IC50 in µM where a hit was titrated;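 active = spots per cell inhibited over 60%, with over 100 cells counted and total cytoplasm intensity under 500,000; inconclusive = wells with under 100 cells, flagged as likely toxic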;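 note: U2OS cells stably carrying GPR55 and arrestin-GFP stimulated by 5 µM LPI near EC80; imaged beta-arrestin-GFP aggregate spots per cell after agonist stimulation; plate controls were LPI-stimulated DMSO wells for no effect and DMSO wells without LPI for full effect; some results filed as inactive read as strong as hits; confirmed hits need IC50 under 10 µM and bright autofluorescent wells are also inconclusive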
GPR55 beta-arrestin: GPR55 agonists via beta-arrestin recruitment, primary screen, imaging, U2OS cells, beta-arrestin-GFP redistribution (AID 1961); 290,000 compounds, 0.048% hits; U2OS GPR55 beta-arrestin-GFP redistribution imaging; higher % means a stronger effect; activation, % at 10 µM; hits with a dose series show EC50 in µM;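 active = activation above 40% with more than 50 cells counted in the well; inconclusive = wells holding fewer than 50 cells, flagged as toxic or sparse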;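 note: U2OS osteosarcoma cells stably expressing GPR55 and beta-arrestin-GFP; plate controls were DMSO negative control for no effect and LPI positive control for full effect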
GPR35 antagonists: GPR35 antagonists blocking zaprinast-driven arrestin recruitment, primary screen, imaging, U2OS, beta-arrestin-GFP, zaprinast agonist (AID 2058); U2OS GPR35 beta-arrestin-GFP translocation imaging, zaprinast antagonism; higher % means a stronger effect; inhibition, % at 10 µM, or IC50 in µM where a hit was titrated; 290,000 compounds, 0.052% hits;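 active = inhibition of at least 50% with at least 30 cells and total cytoplasm GFP at most 10,000,000; inconclusive = under 30 cells or total GFP of 10,000,000 plus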
HEK293 NOD2/NF-kB: NOD2 signaling inhibitors, cell-based, luminescence, uHTS, HEK293 (AID 1566); HEK293 NOD2/NF-kB luciferase reporter, luminescence; higher % means a stronger effect; inhibition, % at 4 µM; hits with a dose series show EC50 in µM; 290,000 compounds, 0.63% hits; note: many of its hits are not listed in these tables
NOD1 inhibition: NOD1 signaling inhibitors, primary screen, cell-based, luminescence, uHTS (AID 1578) | NOD1-driven NF-kB luciferase reporter cells, luminescence; higher % means a stronger effect | inhibition, % at 4 µM, or EC50 in µM where a hit was titrated | 290,000 compounds, 1% hits; in the data active = inhibition mostly above about 36%, no sharp cut-off; inactive = mostly below about 34%;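 note: HEK-293T reporter cells stimulated with the NOD1 agonist gamma-tri-DAP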
KOR beta-arrestin-2: kappa opioid receptor activators – cell-based, luminescence, uHTS, primary screen (AID 1777) | KOR beta-arrestin recruitment, luminescence; higher % means a stronger effect | activation, % at 10 µM, or EC50 in µM where a hit was titrated | 280,000 compounds, 0.02% hits; in the data active = activation above about 50%, passing the limit was not always enough; note: a part of the inactive calls stands beside numbers as strong as those of hits
Myeloid diff MLP: promotes myeloid progenitor differentiation | 360,000 compounds, 1% hits | calls only at 10 µM | ER-HoxA9 myeloid progenitors, lysozyme-GFP differentiation, flow cytometry;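 active = normalized GFP-positive differentiation at or above the plate's own cutoff, the solvent-only control mean plus 3 SD; inconclusive = no clear call, values can overlap the other calls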;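 note: cells exposed to compound for four days before flow analysis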
HIV peptide binding: cell-free HIV fusion peptide-binding blockers – biochemical, uHTS, fluorescence dequenching, primary screen (AID 1986). cell-free peptide binding, fluorescence dequenching, 30 min; higher % means a stronger effect. inhibition, % at 20 µM; hits with a dose series show IC50 in µM. 290,000 compounds, 0.3% hits; in the data active = inhibition mostly above about 52%, no sharp cut-off; inactive = mostly below about 76%; note: some results filed as inactive read as strong as hits
Myeloid diff MLP GFP+ MAC1+ %: also measured in Myeloid diff MLP; calls as there; GFP+ MAC1+ double positive, %; measured here: differentiation confirmed by MAC1 staining
An asterisk follows results filed as active; i = inactive; ? = inconclusive; . = not tested or not shown; + = active, no number; [ ] = dose if it differs, or a comment. Cut-off read from the data, not from the text of the source, unless noted: active = inhibition above about 50%; inactive = the rest.

Sequence of screens – KOR beta-arrestin-1	GPR55 LPI antagonism	GPR55 beta-arrestin	GPR35 antagonists	HEK293 NOD2/NF-kB	NOD1 inhibition	KOR beta-arrestin-2	Myeloid diff MLP	Myeloid diff MLP GFP+ MAC1+ %	HIV peptide binding
> CN(C)c1ccc(-c2nn3c(-c4ccc(Cl)cc4)nnc3s2)cc1
→ -46%	-1%	-0.2%	4%	9%	6%	-4.1%	i	0.7	-2.4%
> CC(SC(=S)N(C)Cc1cccs1)C(=O)O (centres undefined)
→ -40%	-11%	-0.4%	2%	18%	8%	2.1%	i	0.5	-0.1%
> CCC(C)Nc1nc2c(c(=O)n(C)c(=O)n2C)n1C (centres undefined)
→ 0%	-8%	-0.6%	10%	11%	-3%	.	i	1.3	-0.8%
> CCOc1ccccc1CNc1nc2ccccc2n1C
→ 28%	12%	-0.1%	-1%	14%	-1%	-2.0%	i	0.5	1.2%
> O=C(Nc1sc2c(c1-c1nc3ccccc3[nH]1)CCCC2)C1CC1
→ -10%	5%	0.3%	6%	1%	-33%	-3.9%	i	0.5	-1.5%
> COC(=O)COc1ccc(S(=O)(=O)NCc2ccco2)cc1Cl
→ 34%	13%	0.1%	4%	4%	-14%	-3.0%	i	1.3	-1.6%
> N#Cc1c(N)sc2c1CCCCCC2
→ -32%	-1%	0.1%	8%	10%	1%	12%	i	0.9	-2.0%
> CC1=C([N+](=O)[O-])C(c2ccc(Cl)cc2)NC(=O)N1 (centres undefined)
→ 33%	10%	-0.1%	13%	12%	13%	1.2%	i	0.4	0.5%
> Cc1cccc(-c2noc(-c3c(C)noc3C)n2)c1
→ -1%	-2%	-0.2%	9%	14%	-3%	0.3%	i	0.3	1.9%
> CN1CCN(C2=NC(=O)/C(=C/c3ccccc3OS(=O)(=O)c3ccccc3)S2)CC1
→ 15%	-5%	-0.1%	0%	13%	-9%	2.1%	i	0.4	-0.1%
> COc1ccccc1N(CN1C(=O)c2ccccc2C1=O)C(=O)c1cccc(C)c1
→ -4%	13%	-0.1%	-16%	14%	5%	1.7%	i	0.5	2.3%
> CCCCc1ncc(CN2CCC(n3nccc3NC(=O)C(OC)c3ccccc3)CC2)[nH]1 (centres undefined)
→ 6%	18%	-0.1%	1%	3%	-35%	3.5%	i	1.8	1.0%
> CC(=O)Oc1ccc(C(=O)Nc2ccccc2C(=O)N2CCCCC2)cc1
→ -12%	1%	0.2%	-11%	-9%	-25%	3.1%	i	0.4	1.9%
> CN1C(=O)N(C)C2C1NC(=O)N2C (centres undefined)
→ -7%	1%	-0.2%	-4%	11%	0%	-2.6%	i	1.2	-0.4%
> O=C(NCc1ccccn1)c1cc2ccccc2oc1=O
→ -22%	-2%	0.3%	7%	-28%	-18%	2.7%	i	1.7	-0.5%
> COCC(C)NCc1cccc(C)c1 (centres undefined)
→ -35%	31%	-0.1%	14%	-14%	-27%	7.1%	i	0.8	-0.2%
> CCOc1ccc(CSC(=N)N)cc1[N+](=O)[O-]
→ -1%	5%	-0.1%	6%	16%	1%	-2.1%	i	0.8	-0.8%
> COc1ccc(CCNc2nc(-c3ccccn3)cs2)cc1OC
→ 2%	9%	-0.1%	-4%	6%	-5%	-1.7%	i	0.4	-1.0%
> Cc1nc2sc3c(=O)[nH]nnc3c2c(C)c1Br
→ -48%	7%	0.4%	-36%	-46%	-8%	7.3%	i	0.7	13%
> Cc1onc(-c2c(Cl)cccc2Cl)c1C(=O)N=C(N)N1CC(C)OC(C)C1 (centres undefined)
→ 12%	4%	0.2%	-7%	15%	0%	-0.8%	i	0.6	0.7%
> c1ccc(OCc2nn3c(-c4cccnc4)nnc3s2)cc1
→ -7%	4%	-0.2%	8%	-5%	-24%	2.9%	i	1.5	0.1%
> Cc1ccc(CNC(=O)CCCC(=O)c2ccccc2)cc1
→ -24%	6%	-0.2%	-5%	3%	-6%	-6.1%	i	0.9	0.7%
> COc1cc2cc(CN(CCc3ccccc3C)C(=S)NCCCN3CCOCC3)c(=O)[nH]c2cc1OC
→ -16%	8%	0.3%	9%	17%	21%	4.3%	i	0.3	0.2%
> O=C(NS(=O)(=O)Nc1ccccn1)c1c[nH]c2ccccc12
→ 1%	10%	-0.2%	5%	14%	-29%	8.4%	i	3.5	1.3%
> Cc1cc(NC(=O)CCC(=O)N(Cc2ccco2)C(C(=O)NCC2CCCO2)c2ccncc2)no1 (centres undefined)
→ -16%	14%	0.5%	-8%	3%	-15%	-2.6%	i	0.0	-1.6%
> COc1ccccc1N(C)S(=O)(=O)c1ccc(C(=O)Nc2ccc(N3CCOCC3)cc2)cc1
→ -25%	0%	0.7%	-11%	.	.	-8.1%	i	0.3	-2.3%
> COc1ccc(CCN(C)Cc2c(O)ccc3cc(Br)ccc23)cc1OC
→ 8%	-3%	0.4%	-2%	9%	0%	-9.1%	i	0.3	-0.7%
> O=C(Cn1cncn1)N/N=C/c1cc([N+](=O)[O-])ccc1O
→ 15%	8%	-0.3%	-8%	-5%	-1%	-4.4%	i	0.3	4.3%
> CC(C)N(Cc1cc2ccccc2[nH]c1=O)C(=O)c1ccco1
→ -24%	8%	-0.7%	3%	1%	-3%	6.6%	i	1.0	-0.9%
> COc1cc(OC)cc(C(=O)N2CCN(C3CCCCC3)CC2)c1
→ -35%[20 µM]	-15%	-0.1%	14%	10%	-13%	5.7%	i	0.5	-0.7%
> CCOC(=S)SCC(=O)Nc1ncc(C)s1
→ 16%	18%	1.0%	-7%	-19%	-8%	-1.1%	i	0.6	0.2%
> O=C(c1cc(=O)c2ccccc2o1)N1CCN(c2ccccc2)CC1
→ 0%	1%	0.8%	3%	0%	-20%	-2.2%	i	0.7	0.3%
> N#CC1=C(N)Oc2n[nH]c(-c3cccs3)c2C1C1CCCCC1 (centres undefined)
→ -13%	-23%	-0.1%	2%	-128%	7%	23%	i	0.4	-0.1%
> O=c1onc(-c2cccnc2)n1-c1ccccc1F
→ 10%	-4%	0.3%	-8%	10%	-7%	-2.5%	i	0.6	-1.3%
> Cc1ccc2nc(NC(=O)CSc3ncnc4c3oc3ccccc34)sc2c1
→ -17%	3%	0.3%	3%	11%	1%	34%	i	3.1	0.2%
> C=C(C)CNC(=S)N=Nc1c(O)[nH]c2ccc([N+](=O)[O-])cc12
→ -18%	8%	-0.5%	-4%	22%	-12%	-5.5%	i	0.7	-4.1%
> C=CCN(C(=O)Nc1ccc(Cl)cc1)C1CC(=O)N(c2ccc(OC)cc2)C1=O (centres undefined)
→ 1%	3%	0.1%	-3%	-4%	-34%	-2.1%	i	6.4	0.7%
> CCOC(=O)C1=C(C)Nc2ncnn2C1c1cc(OC)ccc1OC (centres undefined)
→ 34%	4%	-0.1%	-1%	-15%	-12%	-1.1%	i	1.2	1.8%
> Cc1ccc(Cl)cc1Nc1nc(-c2sc(NC(=O)c3ccccc3)nc2C)cs1
→ -59%	-22%	0.0%	2%	21%	6%	5.1%	.	.	12%
> O=C(Nc1ccc2c(c1)C(=O)OC2)c1ccc(Cl)cc1
→ -6%	-4%	-0.2%	-4%	-6%	-38%	-6.4%	i	1.9	0.6%
> Cc1ccc(/C=C/C(=O)N2CC(=O)Nc3ccccc32)o1
→ -37%	-10%	-0.5%	-5%	-4%	-21%	1.4%	i	0.2	-0.2%
> Cc1ccc(N(Cc2ccc([N+](=O)[O-])cc2)C(=O)c2ccco2)cc1
→ -17%	32%	0.2%	14%	13%	7%	1.1%	i	1.5	-2.7%
> Cc1cc(NC(=O)c2ccc3nc(-c4ccccc4)c(-c4ccccc4)nc3c2)no1
→ -16%	9%	-0.2%	-1%	9%	-31%	7.5%	i	9.5	-0.5%
> COc1ccccc1-n1cnc2cc(NCc3ccco3)ccc21
→ -95%	-16%	35%	13%	-26%	-63%	2.0%	?	.	3.2%
> O=C(c1cccs1)N1CCC(c2nc3c(nnn3Cc3cccc(Cl)c3)c(=O)[nH]2)CC1
→ 2%	-7%	0.7%	2%	13%	-6%	-1.2%	i	0.8	-0.7%
> COc1ccc2[nH]cc(C(=O)CN3CCN(C(=O)c4ccco4)CC3)c2c1
→ 9%	9%	-0.2%	26%	-10%	-13%	-8.1%	i	1.3	1.0%
> CC1(C)C2CCC1(C)C(OC(=O)CC(=O)O)C2 (centres undefined)
→ -2%	5%	-0.4%	6%	6%	-18%	-2.5%	.	.	-1.7%
> CCS(=O)(=O)c1ccc2c(c1)N(S(=O)(=O)c1ccc(C)cc1)CC(C(=O)O)O2 (centres undefined)
→ 1%	3%	-0.3%	-5%	-6%	-4%	0.1%	i	0.1	-1.2%
> Cn1cccc1C(=O)OCC(=O)Nc1cc(C(C)(C)C)nn1-c1ccccc1
→ 0%	-2%	-0.1%	-1%	-2%	-8%	-3.4%	i	0.5	49%
> COc1cnc(SCCC(F)=C(F)F)[nH]c1=O
→ 15%	-1%	0.6%	4%	30%	-10%	-1.3%	.	.	-0.5%
> COC(=O)c1c(C)c2c(C)cc3ccccn3c-2c1C(=O)OC
→ 12%	-19%	-0.2%	-1%	14%	-9%	-2.5%	i	0.8	146%
> OCCNCC12CC3CC(CC(C3)C1)C2
→ -17%[20 µM]	18%	-0.1%	1%	12%	7%	.	i	0.1	0.1%
> CC(=O)CC(=O)NC(=NC1CCCCC1)Nc1nc(C)cc(C)n1
→ 18%	-7%	-0.3%	-4%	1%	-9%	-0.1%	+	2.5*	2.8%
> CC(CNC(=O)c1cncc(O)c1)NC(=O)c1cncc(O)c1 (centres undefined)
→ -19%	1%	-0.1%	13%	15%	15%	6.3%	i	1.2	-2.5%
> O=C(NC12CC3CC(CC(C3)C1)C2)N1CCN(S(=O)(=O)c2ccc(Cl)cc2)CC1
→ 34%	-4%	0.2%	-6%	6%	-26%	5.5%	i	1.3	-0.4%
> COc1cccc(CNC(=O)CCNC(=O)C2CCN(S(=O)(=O)c3ccccc3)CC2)c1
→ 3%	12%	-0.1%	2%	11%	-7%	-0.6%	i	0.0	0.9%
> COc1ccc(OC)c(C(=O)COC(=O)c2cc(C)oc2C)c1
→ -28%	6%	0.3%	-15%	6%	-21%	2.5%	i	0.0	1.4%
> CCc1ccccc1NC(=O)CCCN1C(=O)c2cccnc2C1=O
→ 4%	-1%	0.5%	-4%	4%	-10%	-2.6%	i	0.5	-0.6%
> CCn1ncc(N(C)N)c(Cl)c1=O
→ 20%	13%	0.5%	-10%	12%	-27%	-3.3%	i	0.0	0.9%
> Cc1ccc(C)c(NC(=O)CN2C(=O)CC(C)S(=O)(=O)c3ccccc32)c1 (centres undefined)
→ -5%	18%	0.3%	-15%	10%	-24%	5.7%	i	1.8	-0.2%

From PubChem BioAssay

Not all compounds are listed; count on the stated rates, not on these rows.
